High-throughput results: PubChem, National Center for Advancing Translational Sciences (NCATS)
RXFP1 agonist – activates the human relaxin receptor RXFP1; HEK293T-RXFP1 cAMP TR-FRET, 30 min; response scale: percent of porcine relaxin response, buffer zero; Potency, µM (top dose mostly 57.5 µM), inactives show top-dose activation, most hits filed as activators; hit rate 0.3% among 370,000; also: % is scaled to controls: 0 for no effect and ±100 for the full control effect; nearly all actives have a fitted effect of over 60% in size; many of its hits are not listed in these tables
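HEK293 cells stably expressing RXFP1, treated 30 min at 37C with compounds plus PDE4 inhibitor Ro 20174; cAMP measured by HTRF TR-FRET. Normalized to buffer and 29 nM porcine relaxin; EC50 by Hill fit.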
Vif-APOBEC3F blk – Vif-A3F binding inhibition; HeLa A3F-eYFP + Vif (tagged APOBEC3F with the HIV-1 protein that degrades it), YFP fluorescence increase; Potency, µM (doses to about 46.1 µM), inactives show at the highest dose activity, negative = active; hit rate 0.2% among 390,000; AID 602313; also: % of control where 0% means no effect; nearly all actives have a fitted effect of over 65% in size
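HeLa cells stably expressing Vif plus C-terminally eYFP-tagged A3F were seeded, incubated overnight at 37 deg C, dosed with compound, incubated overnight again at 37 deg C. Yellow fluorescence (Ex 488/Em 500-530) reported blocked Vif-mediated A3F-eYFP degradation.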
TrxR1 inh – rat TrxR1 inhibition. O89049. hit rate 1% among 390,000. recombinant rTrxR1, NADPH fluorescence consumption, selenite substrate. Potency, µM (highest dose often 114 µM), for the others: top-dose activity change, negative = inhibition, usual class: inhibitors. AID 588453; also: % is scaled to controls: 0 for no effect and ±100 for the full control effect; nearly all actives have a fitted effect of over 65% in size
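Rat TrxR1 (90 nM in the dispensed reagent) was pre-reduced with 400 uM NADPH for 5 min at room temperature, then incubated with compound for 15 min. After 400 uM selenite was added, NADPH fluorescence (Ex 340/Em 450 nm) was followed for 8 min.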
12-LOX inh – blocks human arachidonate 12S-lipoxygenase; hit rate 1.1% among 580,000; AID 1671190; purified 12hLO, xylenol orange hydroperoxide absorbance; P18054; Potency, µM (titrated, usually from 108 µM), without a hit: top-dose activity change, negative = inhibition, usual class: inhibitors; also: % is scaled to controls: 0 for no effect and ±100 for the full control effect
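Purified human 12hLO at 150 nM in 25 mM Hepes, 0.01% Triton X-100, pH 7.0, preincubated 15 min at room temperature with compound. Reaction started with 40 uM arachidonic acid, 30 min at room temperature. Hydroperoxide measured by Fe-xylenol orange, 573/405 nm absorbance ratio.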
Vif-APOBEC3G blk – inhibitors of Vif-APOBEC3G interaction; Q9HC16; HeLa A3G-eYFP + Vif (tagged APOBEC3G with the HIV-1 protein that degrades it), YFP fluorescence, overnight; Potency, µM (doses to about 46.1 µM), for the others: at the highest dose activity, negative = active, most hits filed as inhibitors; hit rate 0.076% among 410,000; AID 602310;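 also: % is scaled to controls: 0 for no effect and ±100 for the full control effect; nearly all actives have a fitted effect of over 60% in size; hits raise eYFP signal because A3G escapes Vif-driven loss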
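HeLa cells stably expressing Vif and C-terminally eYFP-tagged A3G, seeded overnight at 37 deg C, then exposed to compound by pintool overnight at 37 deg C. Rise in yellow fluorescence (Ex 488/Em 500-530, Acumen) marks blocked Vif-driven A3G degradation.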
RGS4 inhibitor – blocks human RGS4-accelerated GTP hydrolysis | P49798 | Transcreener GDP fluorescence polarization, RGS4-accelerated GTP hydrolysis | Potency, µM (top dose mostly 114 µM), for the others: top-dose activity change, negative = inhibition, actives largely listed as inhibitors | hit rate 0.039% among 390,000; also: % is scaled to controls: 0 for no effect and ±100 for the full control effect; nearly all actives have a fitted effect of over 75% in size; some results filed as inactive show a strong effect at the top dose
Target sequence (P49798 whole entry, looked up): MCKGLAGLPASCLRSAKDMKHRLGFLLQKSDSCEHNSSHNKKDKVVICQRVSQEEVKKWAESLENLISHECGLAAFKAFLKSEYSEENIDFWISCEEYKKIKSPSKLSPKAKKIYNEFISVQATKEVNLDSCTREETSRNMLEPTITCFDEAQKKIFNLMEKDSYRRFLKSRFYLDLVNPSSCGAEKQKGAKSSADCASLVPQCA
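MLSMR compounds (23 nl, pin-transferred) preincubated 10 min at room temperature with a 500nM (2x) first reagent, then RGS4 at 900nM (2x) plus Transcreener GDP mix added; fluorescence polarization (620/688 nm) read before and after 90 min at 30 °C.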
IDH1 R132H inh – inhibitors of human mutant IDH1 R132H; O75874; IDH1-R132H enzyme, NADPH consumption, diaphorase/resazurin fluorescence; Potency, µM (series often up to 76.6 µM), without a hit: at the top dose activity change, negative = inhibition, usual class: inhibitors; hit rate 0.093% among 390,000; AID 602179; also: % is scaled to controls: 0 for no effect and ±100 for the full control effect; nearly all actives have a fitted effect of over 65% in size
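IDH1-R132H (0.5 ug/mL dispensed) in pH 7.5 Tris buffer was preincubated 30 min with compound, then given a substrate mix of 0.016 mM NADPH and 2 mM alpha-KG for 80 min at room temperature; remaining NADPH was read by diaphorase/resazurin fluorescence.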
TrxR1 substrate – rat thioredoxin reductase 1 substrate activity | O89049 | purified TrxR1 substrate turnover, NADPH consumption readout | Potency, µM (highest dose often 114 µM), without a hit: at the top dose activity change, negative = substrate turnover | hit rate 0.01% among 390,000 | AID 588456; also: % is scaled to controls: 0 for no effect and ±100 for the full control effect; nearly all actives have a fitted effect of over 50% in size
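Rat TrxR1, dispensed at 90 nM, was prereduced with 400 uM NADPH (final) for 5 min at ~22 deg C, then incubated with compound 15 min before 400 uM selenite. A first-read NADPH fluorescence drop versus no-compound background flagged substrates.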
USP1-UAF1 inh – USP1/UAF1 (human) deubiquitinase inhibition. Potency, µM (series often up to 57.1 µM), for inactives: at the top dose activity change, negative = inhibition, actives largely listed as inhibitors. recombinant USP1/UAF1, Ub-Rhodamine cleavage fluorescence. AID 743255. hit rate 0.23% among 390,000. O94782; also: % is scaled to controls: 0 for no effect and ±100 for the full control effect; nearly all actives have a fitted effect of over 60% in size; inactives centre near -12
Target sequence (O94782 whole entry, looked up): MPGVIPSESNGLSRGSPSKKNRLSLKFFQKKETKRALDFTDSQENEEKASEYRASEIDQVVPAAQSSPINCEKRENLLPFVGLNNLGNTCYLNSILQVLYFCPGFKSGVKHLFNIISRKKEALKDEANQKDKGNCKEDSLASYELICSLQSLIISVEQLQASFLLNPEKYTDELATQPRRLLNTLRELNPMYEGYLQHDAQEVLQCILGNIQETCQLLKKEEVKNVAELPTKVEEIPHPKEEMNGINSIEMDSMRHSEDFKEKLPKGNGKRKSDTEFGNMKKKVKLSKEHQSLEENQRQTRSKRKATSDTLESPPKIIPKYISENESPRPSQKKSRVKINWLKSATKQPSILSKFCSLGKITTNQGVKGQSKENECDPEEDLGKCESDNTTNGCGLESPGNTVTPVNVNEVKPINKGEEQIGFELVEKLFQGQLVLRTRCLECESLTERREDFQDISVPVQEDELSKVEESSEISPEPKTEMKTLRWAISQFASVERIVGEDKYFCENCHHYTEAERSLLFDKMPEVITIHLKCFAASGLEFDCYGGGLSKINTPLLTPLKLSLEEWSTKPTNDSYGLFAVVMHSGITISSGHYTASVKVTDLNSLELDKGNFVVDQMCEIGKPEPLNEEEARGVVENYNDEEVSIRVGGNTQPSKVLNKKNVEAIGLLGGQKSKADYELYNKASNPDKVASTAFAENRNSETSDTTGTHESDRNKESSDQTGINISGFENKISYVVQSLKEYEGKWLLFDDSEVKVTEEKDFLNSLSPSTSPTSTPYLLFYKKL
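USP1/UAF1 complex (1 nM) preincubated 15 min at room temperature with compound, then Ub-Rho substrate (150 nM final) added. Kinetic fluorescence at 480/540 nm over 6 reads at 60 s intervals; 50 mM HEPES pH 7.8, 0.5 mM EDTA, 0.1 mg/ml BSA, 1 mM TCEP, 0.01% Tween-20.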
* hit, by the source's call; u = inconclusive; x = not tested or not shown; & = joins results of further samples; [ ] = dose if it differs, or a comment. Calls follow the shape of the dose curve; as a rule, active = well fitted curve in the direction sought with a large enough effect; inconclusive = small, poorly fitted or top-dose-only effect, or another doubt; inactive = no such curve, though single readings can be large; an effect the other way counts as inactive or inconclusive. Potency is read from the fitted curve at half-maximal effect. The list is partial; the hit share may differ from the screen's.

SMILES	RXFP1 agonist	Vif-APOBEC3F blk	TrxR1 inh	12-LOX inh	Vif-APOBEC3G blk	RGS4 inhibitor	IDH1 R132H inh	TrxR1 substrate	USP1-UAF1 inh
CC1CCCC(C)N1C(=O)COC(=O)CN1C(=O)c2ccccc2C1=O (stereo not drawn)	x	3%	18%	-21%	2%	-7%	2%	3%	-15%
COc1cc(C2N3CC4(C)CN2CC(C)(C3)C4)ccc1O (stereo not drawn)	-0.4%	-11%	7%	-23%	5%	-25%	4%	-3%	-14%
COC(=O)c1c(-c2ccc(C)cc2)csc1NC(=S)NC(=O)c1cc(OC)cc(OC)c1	-0.5%	6%	-1%	-15%	0%	10%	14%	-8%	-7%
O=C(NC1CCS(=O)(=O)C1)C1CCCCN1S(=O)(=O)c1ccc(Cl)cc1 (stereo not drawn)	1.1%	-2%	-18%	-14%[57.4 µM]	0%	-8%	1%	-2%	11%
COc1cc(OC)cc(OCC(O)Cn2ccnc2C)c1 (stereo not drawn)	1.7%	4%	3%	-12%	-1%	15%[56.9 µM]	6%	-1%	-1%
Cc1cccc(C2CN(C)CCc3c2cc(O)c(O)c3Cl)c1 (stereo not drawn)	-0.5%	-2%	5%[57.1 µM]	-28%	-2%	1%[56.9 µM]	-8%	12%[57.1 µM]	-26%
CCOc1ccccc1NC(=O)N1CC(C)Oc2ccc(Cl)cc21 (stereo not drawn)	1.1%	u	-7%	-13%	-5%	14%	6%	-5%	-7%
Cc1ccc(C)c(NC(=O)Nc2cccc(-c3cn4cccnc4n3)c2)c1	2.8%	-2%	10%	-28%	1%	6%	-3%	11%	-26%
COc1cccc(-c2ccc3c(c2)C2CC3CCN2C(=O)c2ccc(Cl)cc2)c1 (stereo not drawn)	x	5%	10%	-8%	0%	-25%	-4%	2%	-19%
CN(Cc1ccccc1)S(=O)(=O)c1ccc2c(c1)OCCO2	0.1%	4%	-4%	0%	-4%	-15%	1%	-7%	-15%
CS(=O)(=O)c1ccc2nc(NC(=O)c3ccc(S(=O)(=O)NCC4CCCO4)cc3)sc2c1 (stereo not drawn)	6.5%	0%	-2%	-37%	2%	-26%	1%	-7%	-11%
CCc1nnc(NC(=O)CSc2ccc(-c3cccs3)nn2)s1	u	-21%	23%[57.1 µM]	3%	4%	-26%	-1%	0%[57.1 µM]	-3%
CCCC/C=C/[C@H](c1ccccc1)[C@H](CO)Cc1ccc([N+](=O)[O-])cc1	x	x	12%	x	-9%	7%	x	-8%	x
CC1(C)Cc2cccc(OCC(=O)N3CCN(c4ccc(F)cc4)CC3)c2O1	0.0%	u	0%	1%	-6%	3%	1%	-2%	-20%
O=C1NN(c2ccccc2)C(=O)/C1=C\c1cccc(OC(=O)c2cccs2)c1	1.1%	-17%	u	u	-12%	u	7%	-9%[57.1 µM]	u
CCCCn1c(SCC(=O)N2CC(=O)Nc3ccccc32)nnc1-c1ccoc1C	1.2%	4%	-11%	-30%	0%	21%	5%	2%	-11%
NCC(O)c1ccc(O)c(O)c1 (stereo not drawn)	x	4%	u	1%	1%	3%[56.9 µM]	4%	5%[57.1 µM]	-18%
COc1ccc(CCCCCCOCc2ccccc2)cc1	-0.3%	-12%	14%	6%	2%	10%	4%	0%	8%
Cc1cccc(N(CC(=O)NCc2ccc3c(c2)OCO3)C(=O)CCC(=O)Nc2ccccn2)c1C	0.3%	-14%	10%[57.1 µM]	-19%	2%	15%	0%	6%[57.1 µM]	-2%
COc1ccc2cc1Oc1ccc(cc1)CC1c3c(cc(OC)c4c3Oc3cc5c(cc3O4)CCNC5C2)CCN1C (stereo not drawn)	0.1%	0%	10%[57.1 µM]	x	-7%	-11%	-1%	4%[57.1 µM]	-10%
Cc1cccc(OCC(=O)NCCCNC(=O)c2ccco2)c1	-0.7%	8%	9%	0%	1%	-3%	-5%	-1%	-6%
COC(=O)C1=C(C)N(c2cccc(OC)c2)C(=O)/C1=C\c1ccco1	-0.4%	1%	-53%	u	1%	u	6%	-21%[57.1 µM]	-18%
Cc1ccc(C)c(NC(=O)CCn2nc(C)c3c(C)n(-c4ccccc4)nc3c2=O)c1	1.0%	-11%	9%	-59%	-1%	27%	-2%	-4%	4%
CCOC(=O)C(C)(C)Sc1ncnc2nc[nH]c12	0.2%	0%	23%	16%	2%	22%	-3%	11%	-11%
O=C(CSc1nnc(-c2cccs2)o1)N1CCCCC1	0.4%	4%	7%	387%[activator]	-2%	-4%	15%	6%	1%
(listing goes on)
SMILES	RXFP1 agonist	Vif-APOBEC3F blk	TrxR1 inh	12-LOX inh	Vif-APOBEC3G blk	RGS4 inhibitor	IDH1 R132H inh	TrxR1 substrate	USP1-UAF1 inh
COC(=O)c1ccc(COC(=O)CNC(=O)c2ccc(OC)cc2)cc1	x	-1%	13%	25%	0%	-3%	8%	0%	-17%
C[C@@H](CSc1ccc(Br)cc1)CN1CC[C@H](NC(=O)OCc2ccccc2)CCC1=O	x	-2%	16%&11%	-32%	-3%&2%	-18%	-9%	-1%&2%	u
COc1ccc(-n2c(/C=C/c3cccc(C(F)(F)F)c3)nc3ccccc3c2=O)cc1Cl	2.2%	-8%	9%[57.1 µM]	10%	-23%	11%	-15%	0%[57.1 µM]	-19%
Cc1c(OCC(=O)Nc2cccnc2)ccc2c3c(c(=O)oc12)CCC3	13%	5%	12%	-3%	1%	-15%	2%	0%	-19%
Cc1ccc(C)c(CNC(=O)CCn2cccn2)c1	-1.0%	-2%	6%[57.1 µM]	2%	0%	-15%	7%	3%[57.1 µM]	-10%
CCCCN1C(=O)C(O)(CC(=O)c2ccc(C)cc2C)c2cc(Br)ccc21 (stereo not drawn)	-1.2%	-5%	-8%	5%	-18%	2%	3%	-9%	-40%
Cc1cc(C)c(NC(=O)CN2C(=O)C3(SCC(=O)N3c3ccc(F)cc3)c3ccccc32)c(C)c1 (stereo not drawn)	0.0%	3%	16%	-14%	-2%	-11%	-1%	2%	-18%
CCN(CC)S(=O)(=O)c1cccc(-c2nnc(SCC#N)n2Cc2ccccc2)c1	3.9%	3%	7%	0%	3%	1%	2%	5%	-3%
CCCCC1CCC(C(=O)N2CCOCC2)CC1 (stereo not drawn)	0.7%	-9%	6%[57.1 µM]	-4%	0%	-7%	9%	-1%[57.1 µM]	-5%
O=C(Nc1cccc(Cl)c1)c1nc[nH]c1C(=O)Nc1ccccc1F	x	-2%	x	28%	2%	x	-4%	x	-17%
CC1(OC(=O)CCc2ccccc2)C(=O)C=C2C=C(c3ccc(C#N)cc3)N(CCN3CCOCC3)C=C2C1=O (stereo not drawn)	0.1%	3%	-16%	67%[activator]	1%	-37%	7%	-7%	u
CCC(CC)C(=O)Nc1cc([N+](=O)[O-])ccc1F	1.0%	1%	-16%	-15%	2%	10%	4%	-7%	-11%
Cc1ccc(CN(C(=O)N2CCN(C)CC2)S(=O)(=O)c2ccc(C)cc2)cc1	0.2%	-4%	9%	7%	1%	-14%	0%	0%	-4%
COc1ccc(CCNC(=O)c2cc(=O)[nH]c3ccc(Br)cc23)cc1OC	8.7%	-9%	12%	-7%	-2%	3%	0%	-3%	-16%
CCOc1ccc(NC(=O)c2cc3ccccc3cc2OC)cc1	4.5%	0%	-2%[57.1 µM]	0%	-28%	-25%	5%	-6%[57.1 µM]	-19%
O=C(CCCCCN1C(=O)c2ccccc2C1=O)Nc1ccc(F)cc1	2.5%	-12%	-3%	0%	6%	7%	1%	-4%	-7%
CCCCOc1ccc(CNC(=O)c2cc3n(n2)CCCN(Cc2ccc(C)cc2)C3=O)cc1	-2.9%	4%	11%[57.1 µM]	-1%	2%	-9%	8%	7%[57.1 µM]	-12%
COc1ccc(C2C3C=CCC(c4ccccc4)C3C(=O)N2Cc2ccccc2)cc1Cl (stereo not drawn)	x	x	-1%	x	-8%	-9%	x	-2%	x
CC1=NN(C(=O)CCc2ccccc2)C(O)(c2ccncc2)C1 (stereo not drawn)	1.3%	-12%	11%	-5%	-1%	21%	6%	-4%	1%
O=C(NNC(=O)c1ccccc1Cl)c1csc(N2CCOCC2)n1	0.8%	3%	17%[57.1 µM]	5%	-1%	16%	0%	-9%	-9%
Cc1nn(-c2ccc(N3CCCCC3)nn2)c(C)c1CCC(=O)NCc1ccccc1	2.2%	-2%	14%[57.1 µM]	0%	-1%	0%	-11%	2%[57.1 µM]	3%
COc1ccc(NC(=O)CN2C(=O)CSc3ccc(S(=O)(=O)N(C)C)cc32)cc1OC	1.9%	-5%	26%[57.1 µM]	-22%	6%	-3%	-23%	5%[57.1 µM]	12%
